Source: PubChem
Vif inh: inhibitors of HIV Vif; HEK293T cells, Vif self-association by quenched fluorescence, imaging, 24 h; inhibition, % at 7.49 µM; actives 0.35% (n = 340,000); in the data active means inhibition above about 50%, passing the limit was not always enough; further: some results filed as inactive read as strong as hits
hiPSC survival: hiPSC single-cell survival enhancement. ATPlite luminescence; 100% = ROCK inhibitor wells, 0% = DMSO. survival enhancement, % at 20 µM. actives 0.044% (n = 360,000). AID 602274; in the data active means survival enhancement above about 18%;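 further: cells exposed to compounds for 16 hours before the ATP read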
CaV13 ICDI inh: Primary screen for inhibitors of IQ motif and Ca2+-dependent inactivation inhibitor domain binding in CACNA1D, Förster resonance energy transfer in living cells, …; HEK cells, CFP/YFP FRET ICDI-IQ, plate reader, 10 min; percent FRET-ratio fall versus neutral wells; inhibition, % at 12.3 µM; actives 0.098% (n = 340,000);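 active means mean replicate inhibition of at least 30% and at least 1% of replicates passing that level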;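 further: 0% = median of the neutral control wells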
aDG glyco up: increases alpha dystroglycan glycosylation. actives 0.22% (n = 360,000). activation, % at 10 µM. Pro5-aDG cells, alpha-DG glycosylation AlphaScreen (IIH6); 0% Pro5, 100% B10-LARGE cell signal;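 active means activation of at least 8% versus controls, or a plate z-score of at least 8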;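 further: Pro5 are CHO cells carrying HIG-tagged alpha-DG that lacks glycosylation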
HIF-2a inh: blocks HIF-2a reporter activity; 786-0 RCC cells HIF-2a reporter, luciferase luminescence, overnight; inhibition, % at 18.8 µM; actives 0.72% (n = 360,000); AID 624352;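 active means inhibition of the luminescence signal of 40% or more relative to plate controls, in a single-dose primary screen at 18.75 µM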
NR2E3 ag-1: activates human photoreceptor nuclear receptor NR2E3 | Q9Y5X4 | GST-NR2E3/biotin-RetCOR TR-FRET, 1536-well | inhibition of corepressor binding, % at 4.78 µM | actives 0.12% (n = 320,000) | AID 2300;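 active means percent inhibition above the cutoff of mean plus 3 SD of all tested compounds, set per screening campaign, cut at about 20% in these data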;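 further: 0% = DMSO wells and 100% = biotin wells as full block of FRET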
Target sequence (Q9Y5X4 whole entry, looked up): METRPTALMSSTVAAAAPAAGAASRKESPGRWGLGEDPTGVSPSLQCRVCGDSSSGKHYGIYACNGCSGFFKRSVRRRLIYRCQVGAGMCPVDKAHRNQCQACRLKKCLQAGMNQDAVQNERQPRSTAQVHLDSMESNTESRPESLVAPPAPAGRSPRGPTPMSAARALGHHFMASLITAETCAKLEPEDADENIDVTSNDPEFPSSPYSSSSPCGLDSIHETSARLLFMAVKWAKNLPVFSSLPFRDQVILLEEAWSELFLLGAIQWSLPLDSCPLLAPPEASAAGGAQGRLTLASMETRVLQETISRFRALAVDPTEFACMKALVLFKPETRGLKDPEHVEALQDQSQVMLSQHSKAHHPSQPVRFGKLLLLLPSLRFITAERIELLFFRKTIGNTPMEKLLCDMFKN
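Material: NR2E3–RetCOR corepressor complex / Incubation: Compound–protein incubation for 5 h at 4 °C / Dosing: compound at 4.8 µM, single dose / Detection: time-resolved FRET / Benchmarks: high control biotin, low control 0.6% DMSO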
TRPM1 prom inh: inhibitors of MITF-driven TRPM1 promoter in melanoma cells; SK-MEL-5 TRPM1 promoter luciferase, 24 h; actives 0.83% (n = 330,000); inhibition, % at 12.5 µM;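 active means mean inhibition across replicates of 60% or more, whatever share of single replicates reaches that level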; further: values of inactives mirror those of a sister screen read the other way
Peg3 prom inh: reduces Peg3 promoter-driven luciferase expression in HeLa; AID 588405; actives 1.7% (n = 360,000); inhibition, % at 20 µM; HeLa PEG-Prom luciferase reporter, luminescence, overnight;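 active means inhibition of at least 50% at 20 µM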
PDI turbidity: blocks human protein disulfide isomerase activity. P07237. PDI insulin aggregation turbidity, A650, 90 min. inhibition, % at 10 µM. actives 0.052% (n = 350,000). AID 588391;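 active means mean inhibition across replicates of 30% or more, whatever share of single replicates reach that level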;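 further: absorbance from insulin aggregation driven by PDI reduction with DTT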
Target sequence (P07237 whole entry, looked up): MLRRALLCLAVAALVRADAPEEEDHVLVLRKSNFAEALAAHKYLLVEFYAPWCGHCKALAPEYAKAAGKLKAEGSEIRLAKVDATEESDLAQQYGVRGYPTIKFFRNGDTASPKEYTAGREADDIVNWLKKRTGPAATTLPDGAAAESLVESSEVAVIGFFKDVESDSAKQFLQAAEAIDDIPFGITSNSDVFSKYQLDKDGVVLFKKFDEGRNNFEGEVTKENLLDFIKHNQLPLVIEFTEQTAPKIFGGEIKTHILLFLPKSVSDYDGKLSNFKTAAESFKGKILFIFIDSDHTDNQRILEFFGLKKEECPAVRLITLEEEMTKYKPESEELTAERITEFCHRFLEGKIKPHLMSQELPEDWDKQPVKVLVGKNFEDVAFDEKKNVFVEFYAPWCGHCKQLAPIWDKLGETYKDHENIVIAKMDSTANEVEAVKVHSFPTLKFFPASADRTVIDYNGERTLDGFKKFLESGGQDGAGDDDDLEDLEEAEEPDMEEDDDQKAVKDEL
Granule exo inh: lytic granule exocytosis inhibition; TALL-104 LAMP-1 surface exposure, flow cytometry; cells stimulated with thapsigargin and PMA; inhibition, % at 10 µM; actives 0.66% (n = 360,000); AID 651702;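 active means inhibition above about 55%, limit read from the data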
NR2E3 ag-2: activates human NR2E3 receptor | Q9Y5X4 | CHO-S Gal4-NCOR/VP16-NR2E3 two-hybrid, luciferase | inhibition of corepressor binding, % at 3.98 µM | actives 0.35% (n = 360,000) | AID 602229;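 active means inhibition above the mean of all tested compounds plus 3 SD, cut at about 70% in these data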;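 further: 0% = DMSO with NR2E3 transfected cells and 100% = cells lacking NR2E3 construct; higher means lower luciferase signal from less NR2E3 corepressor binding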
The depositor's hits bear a star; . = not tested or not shown.

SMILES	Vif inh	hiPSC survival	CaV13 ICDI inh	aDG glyco up	HIF-2a inh	NR2E3 ag-1	TRPM1 prom inh	Peg3 prom inh	PDI turbidity	Granule exo inh	NR2E3 ag-2
COc1ccc(OCCC(=O)NCCN2CCOCC2)cc1	1	-2.3	-4	0.0	-5	-1	0	-32	7	-2	7
COc1ccccc1-c1noc(CCC(=O)Nc2cccc(C(F)(F)F)c2)n1	-1	-0.2	-7	0.4	-26	1	10	0	23	-1	-12
CC1=C(C(=O)Nc2cc(C(=O)NCCC(C)C)ccc2C)SCCO1	-16	0.2	-5	0.1	13	2	1	13	-2	-6	4
CCN(CC(=O)Nc1c(F)cccc1F)C(=O)C1CCN(C(=O)c2ccc(Cl)cc2)CC1	27	-0.4	-5	0.0	15	0	2	3	22	-1	14
O=[N+]([O-])c1ccc(C=Nc2ccc(Cl)c([N+](=O)[O-])c2)s1	18	-4.9	-5	-0.5	-3	.	71*	81*	-12	9	9
Cc1ccc(C2=NOC(C)(c3nnc(-c4cccc(Cl)c4)o3)C2)cc1 (stereo unspecified)	6	2.6	-2	0.0	-8	0	4	3	-4	19	3
CCOc1ccc(S(=O)(=O)Nc2cccc(C(=O)NCC3(N4CCCCC4)CCCCC3)c2)cc1	-11	-0.6	-2	0.3	-12	2	0	15	11	-2	22
COCCCNC(=O)c1ccc(CS(=O)(=O)c2ccc(OC)cc2)o1	0	-0.1	-3	-0.2	-9	-2	-6	-1	.	-4	6
Cc1csc(NC(=O)CNS(=O)(=O)c2cccs2)n1	-4	1.6	-10	-0.2	14	0	6	0	11	5	8
Cc1ccc(Cl)cc1N1CCN(C(=O)c2noc(C)c2[N+](=O)[O-])CC1	10	0.8	-15	0.0	10	1	9	8	-16	-3	-17
Cc1ccc(C)c2[nH]c(=O)c(CCNC(=O)c3ccc4c(c3)OCO4)cc12	6	0.5	.	-0.2	-12	0	2	16	7	3	13
CC1CN(c2ccc([N+](=O)[O-])c(NCCOc3ccc(Cl)cc3)c2)CC(C)N1 (stereo unspecified)	-2	-0.7	-3	-0.4	-16	.	2	77*	-5	16	-9
Cc1cc(C)cc(OCc2ccc(C(=O)NN)o2)c1	-5	1.1	-5	-0.1	18	4	7	1	-1	-2	2
CC(Cc1cccs1)NC(=S)Nc1ccc(F)cc1 (stereo unspecified)	-3	-3.1	-5	0.3	-56	1	-3	-30	13	0	-8
COc1ccc(C(=O)NCc2nnc(SCC(=O)N3CCc4ccccc43)n2C2CCCCC2)cc1	4	2.5	-3	-0.2	5	4	10	12	29	-2	-15
COc1ccc(CCN2CC(C(=O)NCc3cnn(C)c3)CCC2=O)cc1 (stereo unspecified)	2	-2.5	-5	0.7	-3	.	.	-5	-2	-2	-3
Cc1ccc2nc(N3C(=O)CNC3=S)sc2c1	-1	-0.6	-13	0.7	-226	5	-52	-166	13	1	49
N#C/C(=C/Nc1ccccc1F)S(=O)(=O)c1ccc(Cl)cc1	-11	-0.2	-20	0.0	16	-2	3	17	-6	-9	18
O=C(CN1C(=O)C2CCCCC2C1=O)OCC(=O)c1ccc(F)cc1 (stereo unspecified)	1	-0.4	-3	0.0	-3	4	3	-8	13	13	5
O=C(CNc1ccc2ccccc2c1)NNC1=NCCC1	6	3.7	-7	0.1	15	-2	-10	-10	-4	-13	29
CC1CCCCN1C(=O)CN1CCN(S(=O)(=O)c2ccc(Br)cc2Cl)CC1 (stereo unspecified)	-3	-3.9	-5	0.3	9	2	4	13	2	-1	19
CCC(=O)N1CCc2cc(Br)cc(S(=O)(=O)CCC(=O)NCc3ccco3)c21	7	0.7	.	-0.1	11	4	8	11	1	-2	-23
CCOc1ccc(/C=C2\CCC(C3CCCC3)C2=O)cc1 (stereo unspecified)	-7	0.5	-11	0.0	-313	2	-117	-312	14	-4	-11
Cc1ccc(NS(=O)(=O)c2cccc(C(=O)NNC(=O)NC3CCCCC3)c2)c(C)c1	-2	1.5	-15	-0.2	19	-2	6	13	1	-2	-43
CCOC(=O)N1CCN(c2nc(-c3cccs3)cc(C(F)(F)F)n2)CC1	-2	0.0	-5	0.3	-15	-4	-24	3	-6	10	-4
O=C(NCc1ccccc1Cl)c1ccc2nc([C@@H]3O[C@H](CO)[C@H](O)[C@H](O)[C@H]3O)[nH]c2c1	.	1.5	.	-0.2	9	.	.	-9	-3	3	-40
CC1(C(=O)Nc2nccs2)Cc2ccccc2C(=O)O1 (stereo unspecified)	1	3.5	-6	-0.2	3	-1	-3	-6	-3	-2	-6
CCc1ccc(OCC(=O)OCC(=O)c2c(N)n(C)c(=O)n(C)c2=O)cc1	-4	-0.4	-5	0.2	16	4	1	2	2	6	-15
CN(C)c1ccc(NC(=O)COC(=O)Cn2nnc3ccccc32)cc1	-3	0.5	-5	0.0	7	-4	-7	3	13	-2	6
COc1cccc(C(O)c2cnc(C(C)C)n2C)c1 (stereo unspecified)	0	-0.3	-4	0.1	21	3	2	16	-3	4	-44

Reprinted at random: six entries already listed, in no set order.
SMILES	Vif inh	hiPSC survival	CaV13 ICDI inh	aDG glyco up	HIF-2a inh	NR2E3 ag-1	TRPM1 prom inh	Peg3 prom inh	PDI turbidity	Granule exo inh	NR2E3 ag-2
O=C(NCc1ccccc1Cl)c1ccc2nc([C@@H]3O[C@H](CO)[C@H](O)[C@H](O)[C@H]3O)[nH]c2c1	.	1.5	.	-0.2	9	.	.	-9	-3	3	-40
N#C/C(=C/Nc1ccccc1F)S(=O)(=O)c1ccc(Cl)cc1	-11	-0.2	-20	0.0	16	-2	3	17	-6	-9	18
Cc1ccc(NS(=O)(=O)c2cccc(C(=O)NNC(=O)NC3CCCCC3)c2)c(C)c1	-2	1.5	-15	-0.2	19	-2	6	13	1	-2	-43
CC1CCCCN1C(=O)CN1CCN(S(=O)(=O)c2ccc(Br)cc2Cl)CC1 (stereo unspecified)	-3	-3.9	-5	0.3	9	2	4	13	2	-1	19
CCOC(=O)N1CCN(c2nc(-c3cccs3)cc(C(F)(F)F)n2)CC1	-2	0.0	-5	0.3	-15	-4	-24	3	-6	10	-4
O=C(CNc1ccc2ccccc2c1)NNC1=NCCC1	6	3.7	-7	0.1	15	-2	-10	-10	-4	-13	29

Other structures follow.
SMILES	Vif inh	hiPSC survival	CaV13 ICDI inh	aDG glyco up	HIF-2a inh	NR2E3 ag-1	TRPM1 prom inh	Peg3 prom inh	PDI turbidity	Granule exo inh	NR2E3 ag-2
CCO[C@@H]1OC(C(=O)N2CCN(Cc3ccc4c(c3)OCO4)CC2)=C[C@H](c2csc3ccccc23)[C@H]1CCCO	-2	-3.8	.	0.5	28	-2	-12	32	19	0	-7
Cc1cccc(-c2cc(C(=O)Nc3c(C)n(C)n(-c4ccccc4)c3=O)c3ccccc3n2)c1	3	1.1	.	-0.6	-1	2	3	42	0	-16	-18
O=C(CSc1n[nH]c(-c2ccccc2Cl)n1)NCc1cccc(C(=O)O)c1	-17	-0.8	-6	0.4	10	-6	3	-6	4	-6	16
CCOc1cc(/C=N\NC(=O)c2ccc(C)nc2)ccc1OC(=O)c1ccc(F)cc1	-5	0.3	-4	0.0	3	0	-6	-3	7	-3	-17
CCC(=O)NNC(=O)CCC(=O)Nc1cccc(Cl)c1C	20	0.4	-5	-0.5	8	3	17	2	3	2	-22
CCc1ccccc1N1C(=O)CC(Sc2nccc(C)n2)C1=O (stereo unspecified)	0	1.4	-3	0.5	0	0	10	-5	-2	8	6
COc1ccc(NC(=O)CN(C)C(=O)c2sc3cc(Cl)ccc3c2Cl)cc1	.	-0.5	-4	-0.1	3	-2	-25	13	2	11	-23
C=CCn1c(=N)c(C(=O)NCCCOC)cc2c(=O)n3ccccc3nc21	9	4.9	14	0.1	19	1	-6	13	11	2	-4
CCS(=O)(=O)NC(=O)C1(C)CCN1C(=O)C1(c2ccc(Cl)cc2)CC1 (stereo unspecified)	.	1.5	-5	0.0	-1	.	.	11	18	0	19
Brc1cccc(OCCN2CCCCC2)c1	32	4.1	-9	0.2	-14	2	-7	-6	-10	3	-4
COc1ccc(C(=O)Cn2ccsc2=NC(C)=O)cc1	-4	-1.9	-6	-0.1	9	0	-17	2	-5	-3	-14
CC[C@]1(C(=O)OC)[C@H]2C(=O)N(Cc3ccccc3)C(=O)[C@H]2[C@H]2CN=C(SCc3ccc(C(=O)OC)cc3)N21	-16	-1.1	-5	-0.2	10	.	5	8	0	3	-14
Cn1cc(C(=O)NC2CCCCCCC2)c(=O)c2cc(S(=O)(=O)N3CCCC3)ccc21	21	1.4	-3	0.0	14	0	6	21	-6	-2	-5
CCCNC(=O)c1ccc(-c2nn(C)c(=O)c3ccccc23)cc1	11	0.0	-6	0.0	18	1	10	14	-10	-1	10
CCOC(=O)c1ccc(N=Nc2c(C)[nH]n(-c3ccccc3)c2=O)cc1	1	0.2	-2	-0.1	-23	0	7	8	-30	-5	-37
CCOC(=O)/C=C1\SCC(=O)N1CCOc1cccc(Br)c1	.	0.4	-4	0.2	11	2	-3	1	-4	12	-22
O=C(Nc1cccc(C(=O)N2CCOCC2)c1)c1ccccc1Br	8	-0.3	-6	1.7	12	2	1	14	5	4	5
COc1ccc(N2C(=O)C(Cl)=C(N3CCN(Cc4ccccc4)CC3)C2=O)cc1	-1	1.3	-7	0.0	8	.	15	-2	-1	-5	-2
CCCCOC(=O)Nc1ccc(N(C)C)cc1	-4	-1.5	-15	-0.2	-109	-5	-41	-186	-1	6	-132
COCCn1c(=NC(=O)c2ccc(S(=O)(=O)N3CCc4ccccc4C3)cc2)sc2cc(S(N)(=O)=O)ccc21	0	0.4	-6	2.3	27	0	-5	26	6	-3	-6
CCN(CC)c1ccc(C2Nc3cccc4cccc(c34)N2)c(O)c1	0	0.3	-9	-0.2	-124	0	-24	-74	-1	0	-54
COCCNC(=O)Cc1ccc(Br)cc1	.	0.1	-4	0.1	15	2	4	4	-5	3	8
C[C@H](NC(=O)c1nc[nH]c1C(=O)NCC(=O)OC(C)(C)C)C(=O)OC(C)(C)C	-20	0.1	-5	0.2	5	3	2	13	-6	13	1
CC(=O)Nc1cncc(-c2ccccc2C(C)=O)n1	9	-1.5	-5	-0.1	12	.	.	-2	-1	-7	-3
CCCN1C2CCCC1CC(NC(=O)Nc1cccc(C(C)=O)c1)C2 (stereo unspecified)	-13	-1.7	-3	-0.1	11	3	7	9	-6	1	-16
Cc1ccc(S(=O)(=O)N2CCN(c3ccc([N+](=O)[O-])c4cccnc34)CC2)cc1	0	-0.9	-2	-0.3	16	-1	-12	25	0	-1	-28
Cc1cc(NNC(=O)c2ccccc2)nc(NNC(=O)c2ccccc2)n1	19	-0.8	6	-0.3	7	6	4	4	3	3	-23
CCOc1cc(C(N)=O)cc(Br)c1OC	-7	1.2	-4	0.0	9	0	-10	-231	4	-3	-20
CN(C)CCN(Cc1cc2cc3c(cc2[nH]c1=O)OCO3)C(=S)NCC1CCCO1 (stereo unspecified)	8	-2.1	-4	0.3	14	2	7	-1	-1	-3	-5
O=C(CSc1nnnn1C1CCCC1)N1CCCc2ccccc21	-5	1.2	.	0.2	-50	0	-7	-69	9	-3	-11
CSCC[C@H](NC(=O)OC(C)(C)C)c1nnc(SCC(N)=O)o1	15	-1.0	.	0.0	17	-2	7	3	-1	-3	-6
